OPRM1-OPRD1 ag = agonists of OPRM1-OPRD1 heterodimerization, primary screen, cell-based, luminescence; Mu-type opioid receptor (Homo sapiens) + Delta-type opioid receptor (Homo sapiens), …; cells; 340,000 tested, 0.3% active; AID 504326, 2011; activation, % at 9.3 µM; in the data active = activation above about 18%;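 also: 0% = vehicle-treated cells and 100% = reference agonist; values of inactives mirror those of a sister screen read the other way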
AddAB inh = growth inhibition of E. coli expressing H. pylori AddAB, primary screen, AddAB inhibitor project, absorbance; inhibition, % at 11.9 µM; 330,000 tested, 0.29% active; AID 435030, 2010; in the data active = inhibition above about 12%;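 also: 0% = vehicle wells of infected cells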
PfHsp90 yeast 2 = growth inhibition of PfHsp90-expressing yeast, primary screen, antimalarial PfHsp90 inhibitor project, S. cerevisiae, BacTiter-Glo luminescence, single point, set 2; BacTiter-Glo ATP, 48 h; yeast lacking PDR1 and PDR3 efflux regulators; 310,000 tested, 0.32% active; inhibition, % at 9.4 µM;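 active = every replicate shows inhibition above about 80%, whatever the replicate mean, limit read from the data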;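 also: 0% = DMSO neutral controls and 100% = 20 µM radicicol positive controls; yeast relying on Plasmodium falciparum Hsp90 in place of its own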
MOR-DOR inv ag = inverse agonists of MOR-DOR heterodimerization, primary screen, cell-based, luminescence; cell-based MOR-DOR heterodimer luminescence, inverse agonism; inhibition, % at 9.3 µM; Mu-type opioid receptor (Homo sapiens) + Delta-type opioid receptor (Homo sapiens), …; 340,000 tested, 0.21% active; in the data active = inhibition above about 22%, passing the limit was not always enough;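 also: 0% = cells with DMSO and 100% = wells without cells with DMSO; values of inactives mirror those of a sister screen read the other way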
phage Ecoli inh = growth loss of phage-infected E. coli, primary screen, RecBCD inhibitor project, absorbance, with phage, HTS | inhibition, % at 11.9 µM | 360,000 tested, 0.26% active; in the data active = inhibition above about 11%
HTR5A ag = HTR5A agonists in luminescence cell assay, primary screen, counter-screen for OPRM1-OPRD1 heterodimer agonist project, full-deck HTS; cell-based; activation, % at 9.3 µM; 340,000 tested, 0.61% active; AID 504692, 2011; in the data active = activation mostly above about 9.5%, no sharp cut-off; inactive = mostly below about 7.6%;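 also: 0% = cells with vehicle only and 100% = reference agonist; strong numbers were not always called active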
Target sequence (P47898 whole entry, looked up): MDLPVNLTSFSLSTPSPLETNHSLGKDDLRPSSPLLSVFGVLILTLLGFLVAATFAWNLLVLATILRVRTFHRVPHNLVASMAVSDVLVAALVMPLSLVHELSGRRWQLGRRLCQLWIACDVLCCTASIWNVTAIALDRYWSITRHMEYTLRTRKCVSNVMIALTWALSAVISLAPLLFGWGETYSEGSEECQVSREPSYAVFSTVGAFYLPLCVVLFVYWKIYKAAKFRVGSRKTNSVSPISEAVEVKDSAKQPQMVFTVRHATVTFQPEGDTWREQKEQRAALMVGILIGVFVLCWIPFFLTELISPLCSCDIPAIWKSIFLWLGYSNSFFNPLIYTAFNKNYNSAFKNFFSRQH
SUMO Mot1 rescue = yeast Mot1-301 growth rescue at high temperature, primary screen, SUMOylation pathway inhibitor project, S. cerevisiae, ATP luminescence, 38.5C | S. cerevisiae Mot1-301 growth rescue; percent above DMSO median, 100 means doubled | growth rescue, % at 18.8 µM | 320,000 tested, 1% active;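 active = every valid replicate shows activation above 250% relative to neutral control wells; inactive = the rest, any valid replicate at or below 250%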;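 also: OY570 slx delta 5 strain wells were the positive control but not used for scaling; some compounds called inactive have numbers as strong as hits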
HTR5A inv ctr = HTR5A inverse agonists in luminescence cell assay, primary screen, counter-screen for OPRM1-OPRD1 heterodimer inverse agonist project, full-deck HTS | 340,000 tested, 0.083% active | HTR5A cell line, inverse agonism | 5-hydroxytryptamine receptor 5A (Homo sapiens), P47898 | inhibition, % at 9.3 µM; in the data active = inhibition mostly above about 23%, no sharp cut-off; inactive = mostly below about 18%;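 also: 0% = cells with DMSO and 100% = no-cell wells with DMSO; some compounds called inactive have numbers as strong as hits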
PKA-R1A activ = activators of PKA-R1A holoenzyme, primary screen, biochemical, fluorescence polarization, Cy5-IP20, bovine R1A, mouse PKAc; PKA-R1A dissociation; scaled: DMSO 0%, 113 µM cGMP 100%; 340,000 tested, 0.083% active; activation, % at 11.4 µM; AID 504707, 2011; cAMP-dependent protein kinase type I-alpha regulatory subunit (Bos taurus) + …;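 active = percent activation above the mean of all tested compounds plus 3 SD, cut at about 19% in these data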;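 also: higher means more PKAc released from R1A so a rise in polarization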
Ecoli viability = E. coli V3065 growth inhibition, primary screen, counter-screen for AddAB inhibitor project, absorbance, OD600; 18 h; inhibition, % at 11.9 µM; 330,000 tested, 0.27% active; AID 449728, 2010;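 active = inhibition above the campaign's mean inhibition across all tested compounds plus 3 SD, cut at about 9.9% in these data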;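 also: uninfected addAB+ strain grown without phage in ampicillin broth; 0% = DMSO wells and 100% = ciprofloxacin 0.95 µg/ml wells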
Pemphigus Ab inh = inhibitors of pemphigus antibody binding to DSG3, primary screen, biochemical, bead-based, flow cytometry, scFv-GFP; 310,000 tested, 0.48% active; DSG3-coupled beads, scFv-anti-DSG3-GFP binding; active compounds read low; binding (percent of control), % at 10 µM; Desmoglein-3 (Homo sapiens), P32926;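 active = binding more than 3 SD below its plate's average and above zero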;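 also: hits lower antibody fragment binding to DSG3; some compounds called inactive have numbers as strong as hits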
Starred values were filed as active, the others as inactive; x = no result given; & = joins results of further samples.

No.	smiles	phage Ecoli inh	Ecoli viability	Pemphigus Ab inh	PfHsp90 yeast 2	MOR-DOR inv ag	AddAB inh	HTR5A ag	OPRM1-OPRD1 ag	SUMO Mot1 rescue	HTR5A inv ctr	PKA-R1A activ
1	CC(C)(C)C(=O)Nc1cc(NC(=O)C(C)(C)C)cc(C(=O)NNC(=O)c2ccncc2)c1	-0.6	-1.5	110	3	7	-1.4	-1	-1.5	150	3	-4
2	Cc1ccc(-n2nnc3c(=O)n(CC(=O)OCc4ccccc4)cnc32)cc1	2.5	-0.3	97	-18	-8	2.4	2	1.4	-10	-68	9
3	Cc1ccc(SCc2cn3c(C)cc(C)nc3n2)cc1	0.9	0.0	x	-5	6	0.1	2	-1.1	167	-4	-3
4	COc1cc(NC(=O)CCC2CCCC2)cc(-n2cnnn2)c1	0.8	0.9	x	-11	-2	2.4	3	0.3	42	6	-9
5	O=C(O)c1ccc(NS(=O)(=O)c2ccc3c(c2)OCCO3)cc1	2.1	2.6	102	x	14	3.0	-2	-2.8	-8	7	4
6	Cc1cc(C)c(S(=O)(=O)NCc2cccs2)cc1C	1.5	-1.4	104	-19	-18	1.6	0	3.3	1	6	-10
7	Oc1ccc(-c2nnc(SCC3CCCCC3)o2)cc1	-0.1	1.0	x	x	-28	3.3	-1	4.8	-10	4	-1
8	O=C(Nc1ccon1)c1ccc(S(=O)(=O)N2CCCCCC2)cc1	2.3	0.8	100	-19	8	1.7	2	-1.5	x	-8	-1

Complete entries, quoted from the list. Screens in order: phage Ecoli inh | Ecoli viability | Pemphigus Ab inh | PfHsp90 yeast 2 | MOR-DOR inv ag | AddAB inh | HTR5A ag | OPRM1-OPRD1 ag | SUMO Mot1 rescue | HTR5A inv ctr | PKA-R1A activ
CC(C)(C)C(=O)Nc1cc(NC(=O)C(C)(C)C)cc(C(=O)NNC(=O)c2ccncc2)c1 in the list: -0.6 | -1.5 | 110 | 3 | 7 | -1.4 | -1 | -1.5 | 150 | 3 | -4
Cc1ccc(-n2nnc3c(=O)n(CC(=O)OCc4ccccc4)cnc32)cc1 in the list: 2.5 | -0.3 | 97 | -18 | -8 | 2.4 | 2 | 1.4 | -10 | -68 | 9
O=C(O)c1ccc(NS(=O)(=O)c2ccc3c(c2)OCCO3)cc1 in the list: 2.1 | 2.6 | 102 | x | 14 | 3.0 | -2 | -2.8 | -8 | 7 | 4

The list goes on.
No.	smiles	phage Ecoli inh	Ecoli viability	Pemphigus Ab inh	PfHsp90 yeast 2	MOR-DOR inv ag	AddAB inh	HTR5A ag	OPRM1-OPRD1 ag	SUMO Mot1 rescue	HTR5A inv ctr	PKA-R1A activ
9	Cc1cc(NC(=O)CSc2ncc(CO)n2Cc2ccc(F)cc2)no1	1.4	-1.2	x	6	15	-1.0	1	-2.8	-5	-3	-2
10	O=C(/C=C/c1ccc(Cl)cc1)N1CCN(c2ccccc2[N+](=O)[O-])CC1	5.1	-1.5	93	-16	1	1.3	0	-0.2	-17	34	-8
11	O=c1oc([C@@H](O)c2ccccc2)cc2ccccc12	2.1	0.3	99	-2	12	2.1	0	-2.3	3	0	-2
12	COC(=O)CCC(=O)N1CCC(CCC(=O)NCc2ccc(F)cc2)CC1	-0.2	x	115	-10	8	x	3	-1.5	-18	-9	5
13	Cc1noc(C)c1C(=O)OCC(=O)c1c(N)n(CC(C)C)c(=O)n(C)c1=O	2.2	0.4	99	21	11	3.4	6	-1.8	-5	-15	-7
14	Fc1ccc(CNC(=S)NCc2cccc(Cl)c2)cc1	6.2	0.9	x	-5	1	3.0	3	-0.2	6	23	-18
15	c1ccn(-c2ncnc3sc4c(c23)CCCC4)c1	5.0	-3.0	x	3	-6	2.7	2	1.2	-12	-2	2
16	O=c1[nH]c(=S)[nH]c2c1C(c1cc([N+](=O)[O-])c(N3CCOCC3)cc1N1CCOCC1)O2 (stereo not given)	3.3	-1.6	101	-14	14	0.2	-1	-2.4	0	3	-6
17	CNC(=O)/C(C#N)=C/c1c(N2CCCCCC2)nc2ccccn2c1=O	3.4	-4.0	103	-29	15	0.6	1	-3.4	-22	-3	-1
18	O=C(NCc1ccccn1)c1ccc(OC2CCN(Cc3ccccc3O)CC2)cc1	3.4	2.8	101	-2	5	2.5	-1	-1.0	361	0	6
19	COc1ccc(-n2c(C)cc(C=O)c2C)cc1Cl	3.8	-1.0	102	50	8	-1.0	4	-1.4	-4	-12	-6
20	Cc1ccc(OCC(=O)N(C)CCc2ccccn2)cc1	-1.1	1.8	117	x	13	0.5	4	-2.3	74	-22	-5
21	O=C(NCc1ccco1)/C(=C/c1ccccc1F)NC(=O)c1ccccc1	0.9	0.9	x	8	7	1.7	2	-1.3	-3	10	-11
22	COCCNC(=O)C(c1ccc(C)cc1)N(CCOC)C(=O)CCC(=O)Nc1nccs1 (stereo not given)	0.8	1.3	95	2	-3	3.3	7	0.4	-2	-20	1
23	COc1ccc(OC)c(NC(=O)COC(=O)CC2CCCCC2)c1	2.9	-0.2	112	-7	-6	-1.8	0	1.2	-9	1	-5
24	CCOc1ccccc1NC1=C(OC)C(=O)C(Nc2ccccc2OCC)=C(OC)C1=O	0.8	x	98	-16	-36	x	-2	8.2	x	9	-6
25	N#CC(C(=O)Nc1ccc(Cl)cc1)=C1Nc2ccccc2N1	3.7	0.2	110	-17	-49	0.2	5	8.4	13	-44	-1
26	Cc1ccc[n+](-c2nc3ccccc3nc2C(=C=[N-])C#N)c1	2.3&0.0	0.3&0.9	102&104	4&28	10&11	1.8&3.0	6&-5	-2.0&-1.8	4&0	-19&14	-3&-1
27	Cn1c(NNC(=O)c2c(F)cccc2F)cc(=O)n(C)c1=O	3.9	-3.3	99	4	6	-1.0	-2	-1.2	97	10	-4
28	COc1cc(O)c(CC=C(C)C)c(O)c1C(=O)CCc1ccc(O)cc1	2.5	-1.8	103	68	-14	3.5	0	2.8	113	26	-12
29	COc1ccc(S(=O)(=O)Nc2cccc(-c3ccc4nncn4n3)c2)cc1	-0.1	-2.5	113	x	-1	0.8	0	0.1	-13	-4	-5
30	CC(C)CC(NC(=O)C(NC(=O)C1OC2OC(C)(C)OC2C2OC(C)(C)OC12)C(C)C)C(=O)O (stereo not given)	2.8	2.6	101	-30	10	1.7	-3	-1.9	-8	8	10
31	Cc1c(C(=O)C(=O)NCC2CCCO2)c2ccccc2n1C (stereo not given)	2.3	-2.1	96	16	1	-0.2	1	-0.2	3	-55	6
32	Cc1ccccc1C(=O)Nc1sc(C)c(C)c1C(=O)c1ccccc1	4.1	2.8	104	-26	0	1.6	-1	0.0	4	0	1

Some entries already given with just Ecoli viability and PKA-R1A activ.
cpd	Compound	Ecoli viability	PKA-R1A activ
26	Cc1ccc[n+](-c2nc3ccccc3nc2C(=C=[N-])C#N)c1	0.3&0.9	-3&-1
27	Cn1c(NNC(=O)c2c(F)cccc2F)cc(=O)n(C)c1=O	-3.3	-4
28	COc1cc(O)c(CC=C(C)C)c(O)c1C(=O)CCc1ccc(O)cc1	-1.8	-12
29	COc1ccc(S(=O)(=O)Nc2cccc(-c3ccc4nncn4n3)c2)cc1	-2.5	-5
30	CC(C)CC(NC(=O)C(NC(=O)C1OC2OC(C)(C)OC2C2OC(C)(C)OC12)C(C)C)C(=O)O (stereo not given)	2.6	10

Going on with the list:
No.	smiles	phage Ecoli inh	Ecoli viability	Pemphigus Ab inh	PfHsp90 yeast 2	MOR-DOR inv ag	AddAB inh	HTR5A ag	OPRM1-OPRD1 ag	SUMO Mot1 rescue	HTR5A inv ctr	PKA-R1A activ
33	CCc1ccccc1NC(=O)c1ccc(CN2CCC(Cc3ccccc3)CC2)cc1	3.3	0.7	104	-3	2	4.4	0	-0.4	13	1	0
34	C=CCNC(=S)N1CCN(Cc2ccccc2)CC1	0.1	1.8	102	-28	6	-2.2	-1	-1.2	3	3	-4
35	Cc1sc(NC(=O)Cc2ccc3c(c2)OCO3)nc1-c1ccc2c(c1)CCN2C(=O)c1ccc(F)cc1	3.9	0.1	117	-4	-6	-2.4	5	1.1	4	-6	-11
36	Cc1ccc(N2C(=O)N(CC(=O)NC(N)=O)C(=O)C2C)cc1 (stereo not given)	1.7	1.7	99	-6	11	1.7	-2	-2.1	-16	6	-16
37	Cc1ccc(C)c(C(=O)CN2C(=O)NC3(CCCCCCC3)C2=O)c1	0.1	-1.0	99	14	-14	1.0	2	2.9	3	-5	8
38	COc1cc2[nH]c(=S)nc(NCCC(C)C)c2cc1OC	2.8	1.4	84	4	-52	2.4	-1	8.0	-6	2	-8
39	CN(C)S(=O)(=O)c1cccc(N=C2SCCN2Cc2ccccc2)c1	1.2	0.2	92	-1	-8	1.5	1	1.5	231	5	3
40	O=C(c1ccco1)N1CCN(c2ccccc2F)CC1	2.2	3.2	105	16	8	0.0	-1	-1.4	-2	3	-5
41	COCC1CCN(C(=O)C2CCC(=O)N(Cc3ccc(Cl)cc3)C2)CC1 (stereo not given)	1.0	1.5	100	6	13	0.4	-3	-2.5	-14	20	6
42	CN(C)CCCNC(=O)C[C@H]1C[C@H](C(=O)N2CCOCC2)[C@@]2(CCC3CCCC3)c3[nH]c4cc(CCC(=O)N(C)C)ccc4c3CCN2C1=O	1.0	-0.4	86	-26	20	0.4	1	-4.0	x	-5	-4
43	O=C(O)C1CCN(C(=O)c2ccco2)CC1	4.1	2.4	99	-13	7	0.0	7	-1.4	-16	-19	-12
44	OC(CNCC(c1ccco1)N1CCCCC1)c1ccccc1 (stereo not given)	0.3	-3.3	x	x	10	-2.8	4	-1.6	148	-12	-12
45	CSc1ncccc1C(=O)OCC(=O)NC1CCCc2ccccc21 (stereo not given)	3.1	-1.8	95	-18	8	0.3	3	-1.8	31	-12	11
46	O=C(Cn1[nH]c(=O)c2ccccc2c1=O)OCC(=O)c1ccc(F)cc1	3.0	-1.2	93	x	22	1.2	-7	-4.0	-27	7	-15

Assay outcomes deposited in PubChem by several laboratories.
